Bioassay records from PubChem BioAssay.
HSF1 inh: HSF1 inhibition; NIH3T3-HGL HSE-luciferase, MG132-induced, luminescence 8 h; stronger effect = lower value; activity change, negative = inhibition, % at 7.5 µM (by protocol); hit rate 0.77% among 300,000; AID 2098;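 active means more than half of replicate wells show activity change below -50%, luminescence cut by over half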;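 further: luciferase reports HSF-1 transcriptional activity via heat shock element; 0% = median of DMSO wells and -100% = zero luminescence signal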
PolyA inhibitor: inhibitors of polyadenylation in S. cerevisiae; AID 1875; calls only at 12 µM; S. cerevisiae SKY197-pL101 polyadenylation reporter, beta-gal luminescence; efflux-impaired pdr1/pdr3 knockout yeast; score 100 = 6 SD above DMSO; hit rate 0.02% among 300,000;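 active means lowest replicate activity score at least 50, where 100 means six control SD above control mean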;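 further: yeast exposed to compound for 9 h at 30 °C; higher score means more reporter readthrough which indicates perturbed polyadenylation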
AI-2 QS modul: modulators of Vibrio harveyi AI-2 quorum sensing system. Vibrio harveyi JMH597 AI-2 luminescence/OD600 ratio, 9 h; stronger effect = lower value; strain lacks LuxN and CqsS sensors; 0 = neutral-control median. activity change, % at 7.5 µM. hit rate 0.4% among 300,000. AID 2094; in the data active means activity change below about -75%, passing the limit was not always enough;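 further: luminescence divided by OD600 gain over 9 h not by final OD600 alone; inactives centre near 13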
HDAC3 inh: human HDAC3 inhibition | recombinant HDAC3, fluorogenic peptide/trypsin coupled, fluorescence | inhibition, % at 8.3 µM | hit rate 0.15% among 320,000 | O15379; in the data active means inhibition above about 26%, passing the limit was not always enough
Target sequence (O15379 whole entry, looked up): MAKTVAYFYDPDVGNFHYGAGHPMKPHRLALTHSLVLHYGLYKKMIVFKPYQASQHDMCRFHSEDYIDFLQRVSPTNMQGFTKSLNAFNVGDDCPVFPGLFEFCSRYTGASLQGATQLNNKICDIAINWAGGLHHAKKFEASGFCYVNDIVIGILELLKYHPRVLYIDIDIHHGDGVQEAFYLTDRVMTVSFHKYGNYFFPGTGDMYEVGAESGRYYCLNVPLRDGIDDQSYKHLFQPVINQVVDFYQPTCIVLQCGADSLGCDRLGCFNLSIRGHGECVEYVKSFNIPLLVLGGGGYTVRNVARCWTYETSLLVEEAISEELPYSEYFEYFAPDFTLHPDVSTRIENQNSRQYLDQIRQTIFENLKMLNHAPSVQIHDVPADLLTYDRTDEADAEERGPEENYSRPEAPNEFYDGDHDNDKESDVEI
HSP90 inh: HSP90 refolding inhibition in rabbit reticulocyte lysate; hit rate 0.91% among 290,000; inhibition, % at 5.6 µM; luciferase refolding luminescence, 3 h;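 active means inhibition above the screen-wide mean plus 3 SD, computed separately per campaign, cut at about 16% in these data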;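 further: 0% = DMSO wells and 100% = 60 µM geldanamycin wells; inhibitors lower the luminescence because luciferase stays unfolded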
HSF-1 act: increases HSF-1 driven luciferase reporter signal; NIH3T3-HGL HSF-1 luciferase reporter, MG132, 8 h; 100% = twice DMSO control signal; activation, % at 9 µM; hit rate 1.7% among 300,000; AID 504408;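 active means mean replicate activation of at least 50% with a set share of replicates each reaching 50%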;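 further: 0% = median of the neutral control wells and 100% = twice that signal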
Platelet DG rel: platelet dense granule release activity. hit rate 0.22% among 300,000. inhibition, %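 (compounds screened at 7.5 µM in platelet-rich plasma)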. human platelet-rich plasma, SFLLRN dense granule ATP release, luminescence;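 active means mean replicate score, as percent of positive control, at or above 50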
DYRK1A inh: inhibitors of rat Dyrk1A kinase; hit rate 0.43% among 310,000; Q63470; ADP-Glo luminescence, NFATc1 peptide; inhibition, % at 12.5 µM; in the data active means inhibition above about 50%;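 further: plate controls were vehicle with enzyme for no effect and no enzyme for full effect; many of its hits are not listed in these tables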
GSK3A inh: inhibitors of human GSK-3 alpha kinase; AID 2650; hit rate 0.1% among 320,000; ADP-Glo luminescence, 60 min; P49840; inhibition, % at 10 µM;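 in the data active means inhibition above about 50%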;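 further: GST-tagged GSK-3 alpha with peptide substrate and 25 µM ATP; 0% = DMSO neutral wells and 100% = GW8510 positive control wells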
GSK3beta inhib: blocks human GSK3beta kinase activity | P49841 | hit rate 0.038% among 300,000 | GST-GSK3beta kinase, ADP-Glo luminescence, 60 min; stronger effect = lower value | activity score (negative = inhibition), % at 10 µM | AID 2097;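 active means more than half of replicate wells score below -50%, meaning over 50% inhibition versus plate controls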;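 further: 0% = median DMSO wells and -100% = median GW8510 positive control wells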
Target sequence (P49841 whole entry, looked up): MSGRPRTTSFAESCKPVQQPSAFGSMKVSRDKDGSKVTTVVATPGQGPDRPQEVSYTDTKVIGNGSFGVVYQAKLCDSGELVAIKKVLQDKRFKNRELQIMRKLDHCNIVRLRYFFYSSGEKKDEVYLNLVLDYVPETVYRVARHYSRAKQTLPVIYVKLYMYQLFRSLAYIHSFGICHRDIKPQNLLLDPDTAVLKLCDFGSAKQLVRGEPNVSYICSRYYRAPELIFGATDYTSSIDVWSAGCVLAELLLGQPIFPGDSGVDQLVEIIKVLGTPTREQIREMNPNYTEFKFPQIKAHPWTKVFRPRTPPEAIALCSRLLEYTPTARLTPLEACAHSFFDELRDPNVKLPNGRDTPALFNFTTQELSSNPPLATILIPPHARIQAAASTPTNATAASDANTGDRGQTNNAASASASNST
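Assay system: GST-fused GSK3beta enzyme, cell-free / Medium: Tris pH 7.5 buffer with MgCl2, DTT, BSA, heparin / Also added: peptide substrate plus 25 µM ATP (final) / Compound: 10 µM single point / Timing: kinase reaction with compound 60 min at room temperature / Detection: ADP-Glo luminescence / Benchmarks: DMSO neutral wells and GW8510 at 20 µM as positive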
* hit, by the source's call; i = inactive; . = no result given. This is a subset; rates above refer to the full screens.

SMILES	HSF1 inh	PolyA inhibitor	AI-2 QS modul	HDAC3 inh	HSP90 inh	HSF-1 act	Platelet DG rel	DYRK1A inh	GSK3A inh	GSK3beta inhib
CCCc1cc(=O)[nH]c(SCc2cc(=O)oc3cc(C)c(C(C)C)cc23)n1	-2	i	15	-8	-3	25	-10	-2	15	-21
CCCCNC(=O)Cn1cnc([N+](=O)[O-])n1	-1	i	22	0	-2	13	4	-2	0	-7
CC(NC(=O)Cn1nc(-c2ccccc2)c2ccccc2c1=O)c1ccccc1 (centres undefined)	3	.	21	-3	6	21	.	-3	0	0
COc1cc(O)c(C(CC(=O)N2CCOCC2)c2ccc3c(c2)OCO3)c(OC)c1 (centres undefined)	1	i	16	-7	.	-6	-4	8	1	3
Cc1cc(C(F)(F)F)cc(NNC(=O)NC(=O)c2c(F)cccc2Cl)n1	5	i	23	6	1	6	12	2	0	4
Cc1c(C#N)c(N=CN(C)C)c(C(=O)c2ccccc2)n1-c1ccc(Br)cc1	0	i	13	2	4	0	-1	.	0	-1
Cc1cccn2c(=O)c(C(=O)NC3CCCCC3C)c(O)nc12 (centres undefined)	5	i	29	-2	.	1	6	-10	-1	4
C/C(=N/NC(=O)c1ccoc1C)c1ccc(NC(=O)C2CCCC2)cc1	25	i	18	7	1	39	18	1	-3	1
Cc1cccc(-n2nc3c(c2NC(=O)c2c(F)cccc2F)CS(=O)(=O)C3)c1C	6	i	21	-8	-1	5	7	-3	0	2
CCn1c(CCNC(=O)c2cccs2)nnc1SCC(=O)Nc1cccc(Cl)c1	11	i	12	1	5	14	0	6	-2	1
COc1ccc(NC(=O)C2CCN(S(=O)(=O)c3c(C)noc3C)CC2)cc1Cl	-5	i	9	-1	5	-23	-1	1	-2	0
O=C(Nc1nc(-c2ccncc2)cs1)c1ccc(F)cc1	-2	i	-2	1	0	-15	-8	1	-1	3

Exported field by field: entries from further up.
CCn1c(CCNC(=O)c2cccs2)nnc1SCC(=O)Nc1cccc(Cl)c1
  HSF1 inh = 11 | PolyA inhibitor = i | AI-2 QS modul = 12 | HDAC3 inh = 1 | HSP90 inh = 5 | HSF-1 act = 14 | Platelet DG rel = 0 | DYRK1A inh = 6 | GSK3A inh = -2 | GSK3beta inhib = 1

COc1cc(O)c(C(CC(=O)N2CCOCC2)c2ccc3c(c2)OCO3)c(OC)c1 (centres undefined)
  HSF1 inh = 1 | PolyA inhibitor = i | AI-2 QS modul = 16 | HDAC3 inh = -7 | HSP90 inh = . | HSF-1 act = -6 | Platelet DG rel = -4 | DYRK1A inh = 8 | GSK3A inh = 1 | GSK3beta inhib = 3

CCCCNC(=O)Cn1cnc([N+](=O)[O-])n1
  HSF1 inh = -1 | PolyA inhibitor = i | AI-2 QS modul = 22 | HDAC3 inh = 0 | HSP90 inh = -2 | HSF-1 act = 13 | Platelet DG rel = 4 | DYRK1A inh = -2 | GSK3A inh = 0 | GSK3beta inhib = -7

The list goes on.
SMILES	HSF1 inh	PolyA inhibitor	AI-2 QS modul	HDAC3 inh	HSP90 inh	HSF-1 act	Platelet DG rel	DYRK1A inh	GSK3A inh	GSK3beta inhib
O=C(/C=C\c1ccc2c(c1)OCO2)Nc1c2c(nn1-c1ccc(Cl)cc1)CSC2	-13	i	-3	1	2	-9	8	3	-1	0
COc1cc(C(=O)N/N=C/c2ccc(OC(=O)c3ccccc3Cl)cc2)ccc1O	21	i	38	-5	5	42	3	7	0	1
O=C(CCc1ccccc1)NNC(=O)COc1ccc(Cl)cc1	-4	i	5	-8	-5	39	1	4	0	-2
COc1ccc(/C=C(\C#N)C(=O)OCC(=O)Nc2ccc(-c3nc4ccc(C)cc4s3)cc2)cc1	-10	i	27	3	1	1	1	0	-3	-1
CCCCN(CCCC)Cc1ccc(C(=O)NNC(=O)Nc2ccc(Cl)cc2)o1	9	i	-4	1	0	9	1	14	1	0
O=C(CN1C(=O)C2CC=C(Cl)CC2C1=O)Nc1ccc(C(=O)O)cc1 (centres undefined)	-8	i	12	2	-1	-4	-2	0	1	-4
Cc1ccc(NC(=S)N(CCCN2CCC(C)CC2)Cc2ccco2)cc1	1	i	23	2	6	1	0	2	-2	2
O=c1[nH]c(/C=C/c2ccccc2[N+](=O)[O-])nc2ccccc12	18	i	0	7	0	19	14	11	0	3
CCOC(=O)CC(=O)Nc1ccsc1C(N)=O	-4	i	10	-2	2	2	4	-4	0	-4
CCOC(=O)C1(CCc2ccccc2)CCN(C(=O)C(C)n2cncn2)CC1 (centres undefined)	-13	i	33	6	0	26	-2	-28	-2	1
CN(Cc1ccn[nH]1)C(=O)C1CCC(=O)N(Cc2cccc(C(F)(F)F)c2)C1 (centres undefined)	-4	i	2	.	1	-16	10	5	.	1
Nc1cc(N)nc(SCc2cccnc2)n1	22	i	14	0	0	29	15	.	-1	1
CC(NC(=O)c1ccc([N+](=O)[O-])cc1[N+](=O)[O-])c1ccc(-c2ccccc2)cc1 (centres undefined)	8	i	10	0	2	38	14	-1	-1	1
CC(C)N1CCc2c(sc(NC(=O)c3cc4cc([N+](=O)[O-])ccc4s3)c2C(N)=O)C1	-2	i	11	.	-3	-21	3	19	.	0
O=C(CN1CCCC1)Nc1ccc(S(=O)(=O)N2CCCCC2)cc1	-7	i	4	0	6	-2	4	1	0	-3
Cc1ccc(C)c(S(=O)(=O)N2CCCOC2CNC(=O)C(=O)NCc2ccc3c(c2)OCO3)c1 (centres undefined)	1	i	24	5	-3	-3	-4	3	-1	-3
CCCCCN(C(=O)NC(=O)NCCCC)S(C)(=O)=O	-10	i	7	.	-2	-16	11	-3	-7	-1
CC1=C(C)C(=O)N(CCC(=O)O)C1=O	0	i	23	-2	-1	7	6	-1	-2	-3
Cc1[nH]c2ccccc2c1/C=N/NC(=S)NC(C)C	3	i	20	16	1	35	7	.	2	-2
COc1ccc(CN=C2NC(=O)CC(C(=O)Nc3ccccc3C)S2)cc1 (centres undefined)	-6	i	16	-10	2	-3	2	3	-1	-1
O=C(CN1C(=O)NC2(CCCC2)C1=O)Nc1cccc(C(F)(F)F)c1	1	i	7	3	-2	15	-5	4	-2	-4
Cc1ccc(-c2cnn(-c3ccccc3)c2N)cc1	19	i	27	13	14	32	52*	14	3	-4
COc1cc(/C=C2/S/C(=N/S(=O)(=O)Cc3ccccc3)NC2=O)c([N+](=O)[O-])cc1OC	.	i	3	2	0	.	-1	4	-1	1
O=C1CC(c2ccc(F)cc2)c2cc3c(cc2N1)CCC3 (centres undefined)	2	i	-6	4	6	9	-5	-3	4	-3
CC(C)[C@H](NC(=O)c1ccco1)C(=O)OCC(=O)c1ccc2c(c1)NC(=O)CO2	-5	i	15	2	-5	1	9	-2	.	-2
CC(=O)N(C1CC(C)C(C#N)(C#N)C1(C#N)C#N)N(C)C (centres undefined)	-3	i	43	-3	3	15	3	1	1	6
COCCCNC(=O)CCn1c(=O)c2ccccc2n(Cc2cccc([N+](=O)[O-])c2)c1=O	6	i	34	-2	2	5	3	2	-4	2
COC(=O)c1nnn(Cc2ccccc2)c1N	0	i	12	-10	3	11	-1	3	-3	2
CC1=C(N2CCN(c3ncccn3)CC2)CCC1=O	-7	i	-16	11	.	-6	1	-4	0	-2
CCn1c(CSCc2ccc(F)cc2)nnc1SCC(=O)NCc1ccccc1	1	i	20	1	-1	27	1	-5	-7	-4
COc1ccc(NS(=O)(=O)c2c(C(=O)N3CCCCCC3)c(C)n(C)c2C)cc1OC	0	i	-1	-2	3	-5	-20	4	0	1
CCN1CCN(S(=O)(=O)c2cccs2)CC1	-9	i	8	1	-1	-2	-1	0	0	-2
CCC[C@@H](CN[C@@H](CNC)[C@H](C)CC)NCC1CCC(C(C)(C)C)CC1 (some centres undefined)	-2	i	8	-20	-1	-6	-1	4	3	-9
Cc1cc(C)n(-c2nc(Nc3ccccc3C(F)(F)F)nc(-n3nc(C)cc3C)n2)n1	-6	i	23	9	3	-5	7	17	-1	8
O=C(NCc1ccccn1)C(=O)NCC1OCCN1C(=O)c1ccc(Cl)cc1 (centres undefined)	-1	i	5	1	0	12	0	-15	-1	-2
Cc1cc(C(=O)COC(=O)CCCN2C(=O)c3ccccc3C2=O)c(C)n1C	-2	i	0	-3	-4	-5	0	-7	-2	3
Nc1nc(Br)c2c(F)cccc2c1-c1ccccc1	11	.	16	8	3	46	9	11	1	-1
O=S1(=O)CCOC[C@H](CC2CCCCC2)N1Cc1ccc(F)cc1	1	i	11	6	-4	18	2	1	-3	1
c1ccc(N(c2ccccc2)c2nc(N3CCCC3)nc(-n3ccnc3)n2)cc1	-13	i	23	-7	1	-3	-3	5	-2	-3
CN(C)c1nc(N2CCN(c3ccc(F)cc3)CC2)c(C#N)c(=O)o1	-1	i	27	.	-2	-16	6	2	.	-3
Cc1onc(-c2c(F)cccc2Cl)c1C(O)c1ccc(F)cc1 (centres undefined)	2	i	1	1	-1	19	1	.	-1	-2
CCOc1ccc(NC(=O)CSc2nnnn2-c2ccc(C(N)=O)cc2)cc1	-2	.	35	-6	0	-3	-6	-3	0	2
COc1ccc(N(C(=O)COc2ccccc2)C2C=CS(=O)(=O)C2)cc1 (centres undefined)	-10	i	21	5	3	10	10	-1	-3	3
COc1cc(SC)ccc1C(=O)Nc1ccccn1	17	i	5	1	18*	39	4	31	-1	3
COc1ccc(CCNC(=O)CN(c2ccc(C)cc2)S(=O)(=O)c2c(C)noc2C)cc1OC	1	i	33	-6	-2	2	1	11	2	4
CC(=O)N(CCCNC(=O)c1ccccc1)C(=O)c1ccccc1	-4	i	13	-5	.	-12	-3	2	-1	0
O=[N+]([O-])c1cccnc1NCCNc1ncc(C(F)(F)F)cc1Cl	62	i	26	4	-5	85*	-7	3	-4	0
Cc1ccc(N(CC(=O)NCC2CCCO2)C(=O)CCC(=O)Nc2ccccn2)cc1C (centres undefined)	-4	i	26	2	-8	-1	-2	-4	-6	3
Cc1ccc(C2(C)NC(=O)N(CC(=O)Nc3cc(S(=O)(=O)N4CCCCC4)ccc3OC(C)C)C2=O)cc1 (centres undefined)	21	i	29	9	.	15	2	2	0	3
COC(=O)CCC(=O)c1oc2ccc(Cl)cc2c1NC(=O)CCCN1C(=O)c2ccccc2C1=O	-2	i	8	-4	3	10	2	-4	-6	-3
C(=N\Nc1nc(N2CCOCC2)nc(N2CCOCC2)n1)/c1ccncc1	2	i	9	6	-4	6	-6	-1	0	3
O=C(Nc1ccccc1Br)c1ccccc1-c1ccccc1	-4	i	14	2	1	28	1	-5	0	-2
CC1=NN(C(=O)c2ccc(Cn3nc(C)cc3C)o2)C(O)(C(F)(F)F)C1 (centres undefined)	-7	i	14	0	1	5	-4	-7	-1	3
CN(C[C@H](Cc1ccccc1)N(C[C@H](c1ccccc1)N(CCc1ccccc1)N=O)N=O)N=O	10	i	15	4	-3	13	1	-6	.	2
CCOC(=O)N1CCN(c2ccc(C(C)=O)cc2F)CC1C (centres undefined)	-2	i	11	1	-1	6	-5	0	1	1
C=CCn1c(N)cc(=O)nc1SC(C)C(=O)Nc1cccc2ccccc12 (centres undefined)	.	.	.	5	0	.	.	2	1	.
Cc1c(CCO)c(=O)n(C)n1C(=O)c1ccc(Cl)cc1	7	i	23	-9	1	1	-1	1	0	-2
Cc1ccc(NC(=O)c2cccc(N3C(=O)C4C5CCC(C5)C4C3=O)c2)c(C)c1 (centres undefined)	-1	i	15	0	-2	-4	18	1	-1	2
